Screening results as filed in PubChem BioAssay.
MK inhibit: inhibitors of Streptococcus pneumoniae mevalonate kinase. purified MK, PK/LDH-coupled NADH absorbance 340 nm. inhibition, % at 10 µM. 65,000 compounds, 0.48% hits;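 active = ranked among the strongest by inhibition in the single 10 µM screen, a fixed top-ranked set picked for dose follow-up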; also: no value below 0 was filed
Alkaline phosphatase: inhibition of tissue-nonspecific alkaline phosphatase – biochemical, luminescent (AID 518) | purified TNAP enzyme, luminescent substrate readout; higher % means a stronger effect | inhibition, % at 20 µM; hits with a dose series show IC50 in µM | 64,000 compounds, 0.09% hits; in the data active = a potency from the dose series; inactive = the rest, 99 in 100 with inhibition below about 22%;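 also: plate controls were vehicle for no effect and reference inhibitor for full effect; many of its hits are not listed in these tables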
LYP inhibition: inhibition of human PTPN22 tyrosine phosphatase – biochemical, DiFMUP fluorescence, recombinant catalytic domain, 10 µM, primary screen (AID 606); recombinant LYP catalytic domain, DiFMUP fluorescence; higher % means a stronger effect; inhibition, % at 10 µM, or IC50 in µM where a hit was titrated; 52,000 tested, under 10 active;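 active = IC50 under 40 µM in the dose-response test; inactive = IC50 of 40 µM or more, or never dose-tested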
PMK inhibit: S. pneumoniae PMK inhibition | purified PMK, PK/LDH-coupled NADH absorbance 340 nm | 65,000 compounds, 0.49% hits | AID 539 | inhibition, % at 10 µM;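 active = top-ranked compounds by inhibition in the single 10 µM screen, taking a fixed number of the strongest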;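 also: 0% = full reaction with DMSO carrier and 100% = background rate without enzyme reaction; no value below 0 was filed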
Bfl-1 displacement: displacement of Bid BH3 peptide from Bfl-1 – biochemical, fluorescence polarization, FITC-Bid, mouse, primary screen (AID 432); FITC-Bid BH3 peptide fluorescence polarization displacement; higher % means a stronger effect; one-dose displacement, % at 20 µM; IC50 in µM for titrated hits; 64,000 compounds, 0.02% hits; in the data active = a potency from the dose series; inactive = the rest, 99 in 100 with displacement below about 15%; also: strong numbers were not always called active
HT1080 cytotoxicity: cytotoxicity in HT1080 fibrosarcoma cells, cell-based, fluorescence readout (AID 620); cytotoxicity, % at 10 µM, or EC50 in µM where a hit was titrated; HT1080 viability, fluorescence; higher % means a stronger effect; 87,000 compounds, 0.42% hits;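 also: cells exposed to compound overnight then 4 h with Alamar Blue; 0% = vehicle DMSO and 100% = killing control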
HPDE-C7 viability: cytotoxicity in HPDE-C7 cells, cell-based, fluorescence, HTS (AID 430); HPDE-C7 pancreatic duct cells viability, fluorescence; higher % means a stronger effect; cytotoxicity, % at 10 µM; hits with a dose series show EC50 in µM; 63,000 compounds, 1.8% hits;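 also: cells exposed to compound for 48 hours before viability readout; 0% = vehicle and 100% = reference cytotoxic drug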
Spn DPM-DC inh: S. pneumoniae DPM-DC inhibition. purified DPM-DC, PK/LDH coupled NADH fluorescence. calls only at 10 µM. 65,000 compounds, 0.49% hits;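 active = the 320 compounds with the highest percent inhibition in the single-dose primary screen, excluding strongly autofluorescent ones, cut at about 32% in these data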;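 also: kinetic rate of NADH fluorescence loss reporting ADP formed by the decarboxylase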
HPDE-C7K KRASV12: cytotoxicity in KRAS-transformed pancreatic duct cells, primary screen, cell-based, fluorescence, HTS (AID 431); 63,000 compounds, 1.7% hits; cytotoxicity, % at 10 µM, or EC50 in µM where a hit was titrated; HPDE-C7K KRASV12 cells, Alamar Blue viability, 48 h; higher % means a stronger effect;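 active = compounds whose percent cytotoxicity in the single-dose primary screen, scaled between solvent and toxic-drug controls, exceeds 50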;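 also: 0% = DMSO solvent wells and 100% = doxorubicin-treated wells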
PMK inhibit pilot replicates: recorded beside PMK inhibit, whose call it bears; inhibition, %; measured here: pilot screen replicates
MK inhibit pilot replicates: recorded beside MK inhibit, whose call it bears; inhibition, %; measured here: pilot screen replicates
Spn DPM-DC inh pilot screen %: second read-out of Spn DPM-DC inh, no call of its own (marks repeat the call); inhibition, %; measured here: pilot screen trials
* = called active by the depositor; i = inactive; / = no result given. Rule as the data show it, unless noted: active = cytotoxicity above about 50%; inactive = the rest. Random draw from the library; overall some 3.4% were active at least once.

SMILES	MK inhibit	Alkaline phosphatase	LYP inhibition	PMK inhibit	Bfl-1 displacement	HT1080 cytotoxicity	HPDE-C7 viability	Spn DPM-DC inh	HPDE-C7K KRASV12	others
O=C(NCCc1ccccc1)C1CCN(C(=O)c2sccc2-n2cccc2)CC1	5	2%	10%	9	-7%	2%	-6%	i	-2%
COc1ccc(OC)c(S(=O)(=O)N(C)CC(=O)Nc2ccc3c(c2)OCCO3)c1	11	4%	/	3	-4%	-5%	-1%	i	10%
O=C(Nc1ccccc1F)NC1CCN(Cc2nnnn2Cc2ccc(F)cc2)CC1	3	-2%	4%	11	-4%	10%	2%	i	-9%
O=C(CSc1nc2c(cnn2-c2ccc(F)cc2)c(=O)[nH]1)N1CCOCC1	8	-1%	/	8	-1%	0%	-13%	i	-2%
O=C(NC1CCCCC1)c1nc2c(nnn2Cc2ccccc2Cl)c(=O)[nH]1	10	10%	4%	12	-3%	5%	1%	i	2%	PMK inhibit pilot replicates=1.0;MK inhibit pilot replicates=0.0;Spn DPM-DC inh pilot screen %=2.0
O=C(NCCc1ccc(Cl)cc1)C1CCN(S(=O)(=O)N2CCC3(CC2)OCCO3)CC1	0	3%	/	23	-4%	3%	-6%	i	-12%
O=C(OCCN1C(=O)c2ccccc2C1=O)c1cnccn1	0	9%	7%	23	-10%	13%	-15%	i	-6%
Cc1sc2nc(SCC(=O)OC(C)C)n(C)c(=O)c2c1C	7	11%	9%	0	-4%	5%	-4%	i	5%
C=Cn1c(C(=O)O)cc(CC)c1-c1ccccc1	3	6%	/	5	-6%	-3%	-4%	i	3%	PMK inhibit pilot replicates=0.5;MK inhibit pilot replicates=0.5;Spn DPM-DC inh pilot screen %=2.0
Cc1cccc(NC(=O)CSc2nnc([C@@H]3CCCN3C(=O)OC(C)(C)C)o2)c1C	3	2%	12%	15	-6%	4%	-13%	i	-6%
Cc1c(N=c2c(=O)c3ccccc3c2=O)c(=O)n(-c2ccccc2)n1C	6	13%	/	12	4%	/	/	i	/
CCOC(=O)c1[nH]c(C)c(C(=O)NCC2CCCO2)c1C (stereo not drawn)	0	22%	5%	18	10%	-12%	10%	i	6%	PMK inhibit pilot replicates=1.0;MK inhibit pilot replicates=2.5;Spn DPM-DC inh pilot screen %=0.0

Fetched by structure from the list above, 2 records:
SMILES	MK inhibit	Alkaline phosphatase	LYP inhibition	PMK inhibit	Bfl-1 displacement	HT1080 cytotoxicity	HPDE-C7 viability	Spn DPM-DC inh	HPDE-C7K KRASV12	others
O=C(NCCc1ccccc1)C1CCN(C(=O)c2sccc2-n2cccc2)CC1	5	2%	10%	9	-7%	2%	-6%	i	-2%
CCOC(=O)c1[nH]c(C)c(C(=O)NCC2CCCO2)c1C (stereo not drawn)	0	22%	5%	18	10%	-12%	10%	i	6%	PMK inhibit pilot replicates=1.0;MK inhibit pilot replicates=2.5;Spn DPM-DC inh pilot screen %=0.0

The listing continues.
SMILES	MK inhibit	Alkaline phosphatase	LYP inhibition	PMK inhibit	Bfl-1 displacement	HT1080 cytotoxicity	HPDE-C7 viability	Spn DPM-DC inh	HPDE-C7K KRASV12	others
CCC(CC)n1[nH]c(=O)c2c(C)cc(C)nc21	9	12%	-2%	7	-1%	11%	10%	i	3%	PMK inhibit pilot replicates=5.0;MK inhibit pilot replicates=0.0;Spn DPM-DC inh pilot screen %=1.5
COc1ccc(C(=O)N2CCC(C(=O)Nc3ccccc3OC)CC2)cc1	2	7%	2%	16	1%	4%	-6%	i	4%
COc1ccc(-c2cc(C(=O)Nc3cc(C)n(Cc4ccc(Cl)cc4)n3)no2)cc1OC	0	2%	10%	16	-1%	4%	7%	i	-8%
CC(=O)OCc1cc2cccc(C)c2[nH]c1=O	13	5%	7%	14	2%	14%	0%	i	-3%
COc1ccc(CN2C(=O)CCC2(C)C(=O)NC2CCCC2)c(OC)c1 (stereo not drawn)	8	3%	4%	15	-4%	-3%	-7%	i	-5%
CCSC1(SCC)N=C(N)C2(C#N)C(c3ccccc3)NC(C)=C(C)C12C#N (stereo not drawn)	10	7%	-10%	7	-1%	7%	-14%	i	-7%	PMK inhibit pilot replicates=0.0;MK inhibit pilot replicates=0.0;Spn DPM-DC inh pilot screen %=0.5
O=c1cc(N2CCOCC2)[nH]c(=O)n1-c1ccc(Br)cc1	7	5%	6%	0	2%	-2%	-2%	i	-6%
O=C(O)CCC(=O)N1CCC(C(=O)c2cccc(Cl)c2)CC1	5	15%	/	12	7%	4%	-17%	i	3%
CCSc1nc2ccccc2n1CC(=O)N1CCOCC1	12	6%	21%	0	-1%	/	-4%	i	-6%
Cc1c(C(=O)OC2CCCCC2)sc2nc[nH]c(=O)c12	20	13%	17%	0	5%	4%	-1%	i	8%
CC1(c2ccccc2)NC(=O)N(CCOc2ccccc2)C1=O (stereo not drawn)	12	13%	12%	14	-8%	1%	0%	i	8%
O=C(c1noc2c1CCc1ccccc1-2)N1CCCc2ccccc21	9	17%	14%	17	-2%	-1%	6%	i	-10%
Cc1cc(COc2ccccc2OCc2cc(C)no2)on1	16	-9%	2%	10	2%	7%	2%	i	-14%
CCOC(=O)N1CCN(c2ccc(C(=O)c3ccccc3)cc2F)CC1	20	16%	/	5	-2%	-8%	7%	i	3%
O=C(O)CCS(=O)(=O)Cc1ccccc1F	1	10%	5%	27*	-3%	-4%	-10%	i	1%
CCCc1cc(=O)[nH]c(SCC(=O)Nc2nonc2N)n1	4	1%	5%	8	0%	-6%	/	i	/
CN1C(=O)CSc2ccc(NC(=O)N3CCc4ccccc43)cc21	0	7%	12%	9	0%	64%*	1%	i	0%
O=C(NCCCN1CCN(c2ccc(F)cc2)CC1)c1cccc(N2CCCC2=O)c1	3	10%	/	9	3%	2%	-18%	i	-13%
CC(C)Oc1ccc(C2/C(=C(/O)c3ccc(F)cc3)C(=O)C(=O)N2CCCN(C)C)cc1 (stereo not drawn)	17	8%	/	8	0%	11%	-19%	i	-13%
CCNC(=O)CC1C(=O)N(c2ccccc2)C(=O)N1CCc1ccc(OC)cc1 (stereo not drawn)	2	4%	/	15	-16%	-1%	-12%	i	-8%
COc1ccccc1OCCCCNCCO	6	8%	5%	0	-9%	16%	-1%	i	13%	PMK inhibit pilot replicates=2.0;MK inhibit pilot replicates=3.5;Spn DPM-DC inh pilot screen %=0.5
COCC(C)n1c(C)cc(C(=O)COC(=O)c2c(NC(C)=O)sc(C)c2C)c1C (stereo not drawn)	3	8%	/	0	6%	3%	6%	i	14%
CCOC(=O)c1[nH]c(C)c(C(=O)NCCC2=CCCCC2)c1C	2	2%	7%	13	2%	-4%	5%	i	4%
O=C(CSc1ncccn1)Nn1cnnc1	16	4%	-7%	12	2%	8%	-3%	i	-11%
C=CCn1c(SCc2cccnc2)nnc1-c1ccncc1	10	5%	/	14	-2%	2%	-4%	i	3%
Cn1c(C(O)c2ccc(Cl)cc2)nc(Cl)c1Cl (stereo not drawn)	14	2%	/	3	2%	-6%	0%	i	-10%
CCOC(=O)C1CCCN(S(=O)(=O)c2cn(C)c(=O)n(C)c2=O)C1 (stereo not drawn)	12	9%	4%	0	-3%	/	13%	i	0%
Cc1c(=O)n(OCc2ccccc2F)c2ccccc2[n+]1[O-]	0	7%	3%	0	-3%	4%	-8%	i	-6%
CN1CCN(S(=O)(=O)c2ccc(NC(=O)C3CCCCC3)cc2)CC1	4	7%	6%	6	3%	-4%	-2%	i	-12%
Cc1ccc(S(=O)(=O)Cn2nnnc2CN2CCOCC2)cc1	0	12%	/	5	-1%	-10%	-1%	i	4%
OC(CCN1CCCCC1)(c1ccccc1)c1ccccc1	6	12%	8%	3	-6%	-1%	0%	i	10%	PMK inhibit pilot replicates=4.5;MK inhibit pilot replicates=0.0;Spn DPM-DC inh pilot screen %=1.0
O=C(O)[C@H](Cc1ccccc1)N1C(=O)c2ccncc2C1=O	0	3%	8%	5	5%	-3%	4%	i	8%
CCOc1ccc(NC(=O)N(CCN2CCOCC2)Cc2ccc3c(c2)CCCN3CC)cc1	0	10%	/	15	2%	-5%	3%	i	14%
c1ccc(CCNc2ncnc3nc[nH]c23)cc1	0	-15%	-5%	5	7%	-2%	-3%	i	-6%
CC1CCC(NC(=O)CC2Oc3ccccc3NC2=O)CC1 (stereo not drawn)	4	-6%	0%	10	-1%	6%	-13%	i	-4%
COC(=O)n1c(=S)oc2cc(Cl)ccc21	4	7%	-3%	5	-3%	-4%	-12%	i	-8%	PMK inhibit pilot replicates=0.5;MK inhibit pilot replicates=2.5;Spn DPM-DC inh pilot screen %=0.0
CCOc1ccc(NC(=O)C2CC(C)=C(C)CC2C(=O)O)cc1 (stereo not drawn)	2	3%	10%	0	-9%	/	10%	i	-2%
CCOC(=O)N1CCN(C(=O)c2cc3c(-c4ccc(Cl)cc4)nn(C)c3s2)CC1	4	11%	-3%	7	0%	-3%	-4%	i	13%
CCN(CC(=O)NC)S(=O)(=O)c1ccc(C)cc1	17	5%	6%	0	2%	4%	-2%	/	4%
CS(=O)(=O)N(CC(=O)NC1CCCC1)c1cccc(F)c1	9	5%	4%	6	3%	0%	-5%	i	-4%

In the list so far, these have an aryl thioether with sulfur outside any ring:
SMILES	MK inhibit	Alkaline phosphatase	LYP inhibition	PMK inhibit	Bfl-1 displacement	HT1080 cytotoxicity	HPDE-C7 viability	Spn DPM-DC inh	HPDE-C7K KRASV12	others
O=C(CSc1nc2c(cnn2-c2ccc(F)cc2)c(=O)[nH]1)N1CCOCC1	8	-1%	/	8	-1%	0%	-13%	i	-2%
Cc1sc2nc(SCC(=O)OC(C)C)n(C)c(=O)c2c1C	7	11%	9%	0	-4%	5%	-4%	i	5%
Cc1cccc(NC(=O)CSc2nnc([C@@H]3CCCN3C(=O)OC(C)(C)C)o2)c1C	3	2%	12%	15	-6%	4%	-13%	i	-6%
CCSc1nc2ccccc2n1CC(=O)N1CCOCC1	12	6%	21%	0	-1%	/	-4%	i	-6%
CCCc1cc(=O)[nH]c(SCC(=O)Nc2nonc2N)n1	4	1%	5%	8	0%	-6%	/	i	/
O=C(CSc1ncccn1)Nn1cnnc1	16	4%	-7%	12	2%	8%	-3%	i	-11%
C=CCn1c(SCc2cccnc2)nnc1-c1ccncc1	10	5%	/	14	-2%	2%	-4%	i	3%
